# Compound activity (PubChem)
# GLP1R ag = qHTS of GLP-1 Receptor Agonists. Glucagon-like peptide 1 receptor (Homo sapiens), P43220. HEK293 GLP-1R CRE-luciferase, luminescence, 4-6 h; cells express a hypersensitive GLP-1R form. Potency, µM (highest dose often 45.6 µM), for inactives: at the top dose activation, hits mostly activators. actives 0.007% (n = 380,000); further: % of control where 0% means no effect
# Target sequence (P43220 whole entry, looked up): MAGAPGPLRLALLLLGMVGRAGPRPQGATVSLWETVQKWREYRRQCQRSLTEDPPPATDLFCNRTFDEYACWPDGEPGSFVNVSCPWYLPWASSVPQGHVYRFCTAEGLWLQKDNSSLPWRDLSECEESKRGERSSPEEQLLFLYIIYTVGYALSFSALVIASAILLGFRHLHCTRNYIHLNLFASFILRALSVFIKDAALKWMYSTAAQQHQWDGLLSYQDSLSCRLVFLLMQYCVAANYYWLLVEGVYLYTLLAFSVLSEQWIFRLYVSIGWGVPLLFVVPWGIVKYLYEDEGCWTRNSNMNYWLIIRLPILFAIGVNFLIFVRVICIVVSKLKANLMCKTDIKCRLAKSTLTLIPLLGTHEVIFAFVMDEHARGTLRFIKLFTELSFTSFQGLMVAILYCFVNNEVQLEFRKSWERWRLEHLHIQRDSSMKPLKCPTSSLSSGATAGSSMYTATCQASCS
# KB-V1 cytotox = qHTS assay for MDR1-selective chemotherapeutics: Primary screen using the drug-selected MDR subline cells KB-V1 | actives 3.4% (n = 400,000) | Potency, µM (titrated, usually from 46.1 µM), inactives show at the top dose activity change, negative = cytotoxicity, usual class: cytotoxic | AID 1347076, 2019 | KB-V1 MDR cells viability, CellTiter-Glo, 72 h; further: on the % scale 0 is the no-effect control and ±100 the full control effect; nearly all actives have a fitted effect of over 60% in size
#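 Drug-selected KB-V1 cells, grown in DMEM lacking phenol red with 10% FBS, receive compound titrations; after three days at 37 degrees C, surviving cell ATP is quantified by CellTiter-Glo luminescence and responses normalized and curve-fitted.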
# GLP-1R inv ag = qHTS of GLP-1 Receptor Inverse Agonists (Inhibition Mode); HEK293 GLP-1R CRE-luciferase, luminescence, 24 h; GLP-1R form is constitutively active; Potency, µM (doses to about 38.3 µM), for inactives: at the top dose activity change, negative = inhibition, actives largely listed as inhibitors; actives 1.6% (n = 410,000); AID 624417, 2012; further: on the % scale 0 is the no-effect control and ±100 the full control effect; nearly all actives have a fitted effect of over 55% in size
#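 GLP-1R inverse agonism mode: basal reporter luminescence in engineered HEK293 cells measured after one day of compound exposure at 37 deg C, with a 12 min room-temperature detection step.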
# TDP-43 yeast inh = qHTS of TDP-43 Inhibitors. TDP-43 expressing yeast growth rescue, BacTiter-Glo, 24 h. Potency, µM (series often up to 46.1 µM), without a hit: top-dose growth rescue (activation), most hits filed as activators. actives 1.8% (n = 410,000). AID 652104, 2013; further: % of control where 0% means no effect; nearly all actives have a fitted effect of over 50% in size
#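 In this qHTS, compounds that restore growth of yeast expressing TDP-43 appear as activators. Cells (OD600=0.02, galactose medium, raffinose-pregrown) are incubated with compound 24 hr at 30 deg C and growth is quantified by BacTiter-Glo.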
# HT1080 IDH1KD tx = qHTS for induction of synthetic lethality in tumor cells producing 2HG: qHTS for the HT-1080-IDH1KD cell line; HT-1080 IDH1 knockdown viability, ATP luminescence, 48 h; Potency, µM (titrated, usually from 46.1 µM), inactives show top-dose activity, negative = toxicity, hits mostly cytotoxic; actives 2% (n = 360,000);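 further: 0% = DMSO wells and -100% = cell-free medium wells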
#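 Using the IDH1-knockdown HT-1080 line run in the same batch and compound series as the NT line, viability after 48 h at 37 °C was determined by CellTiter-Glo luminescence and expressed as % activity.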
# KB-3-1 cytotox = qHTS assay for MDR1-selective chemotherapeutics: Primary screen using the parental adenocarcinoma cell KB-3-1; KB-3-1 viability, CellTiter-Glo ATP luminescence, 72 h; Potency, µM (top dose mostly 46.1 µM), without a hit: at the highest dose activity change, negative = cytotoxic, most hits filed as cytotoxic; actives 1.4% (n = 400,000); further: on the % scale 0 is the no-effect control and ±100 the full control effect; nearly all actives have a fitted effect of over 60% in size
#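 Cytotoxicity in the drug-sensitive parental line KB-3-1 was scored as loss of CellTiter-Glo luminescence following 72 h incubation with compound. Values come from curve fitting of normalized concentration-response data.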
# HEK293 tox = qHTS of GLP-1 Receptor Inverse Agonists: Cytotox Screen | HEK293 cAMP-luciferase reporter cells, luminescence, 24 h | AID 624418, 2012 | Potency, µM (doses to about 38.3 µM), for the others: top-dose activity change, negative = inhibition, usual class: inhibitors | actives 0.13% (n = 410,000);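 further: loss of luciferase light is scored as toxicity; on the % scale 0 is the no-effect control and ±100 the full control effect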
#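 Here, cytotoxicity is scored as loss of luminescence. The MLSMR collection was tested on cells seeded in medium containing 10% Nu serum, with a 24 hr compound exposure preceded by 12 hours of culture.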
# HT1080-NT tox = qHTS for induction of synthetic lethality in tumor cells producing 2HG: qHTS for the HT-1080-NT fibrosarcoma cell line; HT-1080-NT fibrosarcoma viability, CellTiter-Glo ATP luminescence, 48 h; AID 686970, 2013; actives 1.6% (n = 360,000); Potency, µM (titrated, usually from 46.1 µM), for the others: at the top dose activity, negative = less viability, hits mostly cytotoxic;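 further: NT is the 2HG producing partner of a matched IDH1 knockdown line; 0% = DMSO-treated cells and -100% = media-only wells without cells; nearly all actives have a fitted effect of over 55% in size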
#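 Read-out is CellTiter-Glo luminescence after 10 minutes at room temperature, following 48 hours' compound treatment of HT-1080-NT cells (750 cells/well, RPMI, 5% FBS, 37 degrees C).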
# SW480 rereplic = A quantitative high throughput screen for small molecules that induce DNA re-replication in SW480 colon adenocarcinoma cells | SW480 DNA re-replication, Hoechst DNA content imaging, 48 h | Potency, µM (highest dose often 46.1 µM), inactives show at the top dose re-replication activation, usual class: activators | actives 1.8% (n = 340,000); further: % of control where 0% means no effect; nearly all actives have a fitted effect of over 55% in size
#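 Per well, 250 cells were exposed to pinned compound for 48 hr. Nuclear DNA was visualised with Hoechst (40 min, 37 C) and total object intensity recorded by fluorescence scanning.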
# The depositor's hits bear a star; ? = inconclusive; nt = no result given; [ ] = dose if it differs, or a comment. The call rests on the fitted dose curve; in most records, active means well fitted curve in the direction sought with a large enough effect; inconclusive means small, poorly fitted or top-dose-only effect, or another doubt; inactive means no such curve, though single readings can be large; an effect the other way counts as inactive or inconclusive. Potency means the concentration at half of the fitted maximal effect.
# Preview:
1) Cc1cc(CSc2ccccc2C(=O)O)on1
2) Cc1[nH]c2ccc(C(=O)N3CCN(c4ccccn4)CC3)cc2c1C
3) CCC(CC)C(=O)Nc1cccc(C(=O)Nc2nccs2)c1
4) CC(=O)Nc1ccc(Sc2ccccc2C(=O)O)c(C(=O)O)c1
Compound	1	2	3	4
GLP1R ag	-1%	13%	-4%	4%
KB-V1 cytotox	12%	2%	?	0%
HT1080-NT tox	23%	6%	11%	1%
HT1080 IDH1KD tx	8%	1%	1%	6%
HEK293 tox	-2%	5%	-11%	1%
GLP-1R inv ag	2%	14%	0%	11%
SW480 rereplic	0%	-5%	-14%	-3%
KB-3-1 cytotox	17%	4%	20%	-8%
TDP-43 yeast inh	-12%	?	6%	-5%

# The listing, previewed entries included:
1) Cc1cc(CSc2ccccc2C(=O)O)on1
2) Cc1[nH]c2ccc(C(=O)N3CCN(c4ccccn4)CC3)cc2c1C
3) CCC(CC)C(=O)Nc1cccc(C(=O)Nc2nccs2)c1
4) CC(=O)Nc1ccc(Sc2ccccc2C(=O)O)c(C(=O)O)c1
5) CCn1c(SCC(=O)NCC2CCCO2)nnc1-c1c[nH]c2ccccc12 (configuration not stated)
6) CN(CC(=O)Nc1ccc(F)c(F)c1F)C(=O)C1CCCCC1
Compound	1	2	3	4	5	6
GLP1R ag	-1%	13%	-4%	4%	4%	6%
KB-V1 cytotox	12%	2%	?	0%	23%	0%
HT1080-NT tox	23%	6%	11%	1%	?	5%[9.24 µM]
HT1080 IDH1KD tx	8%	1%	1%	6%	8%	1%
HEK293 tox	-2%	5%	-11%	1%	-5%	2%
GLP-1R inv ag	2%	14%	0%	11%	6%	13%
SW480 rereplic	0%	-5%	-14%	-3%	2%[9.22 µM]	-27%
KB-3-1 cytotox	17%	4%	20%	-8%	3%	-7%
TDP-43 yeast inh	-12%	?	6%	-5%	-1%	5%

7) COc1cccc(OCCNc2ccc([N+](=O)[O-])cn2)c1
8) COc1cccc(C(=O)N2CCN(S(C)(=O)=O)CC2)c1
9) CCOC(=O)CSc1nc2ccc(NC(=O)c3ccccc3)cc2s1
10) O=C1c2cccc3cccc(c23)C(=O)N1CCN1CCN(C(=S)Nc2ccccc2)CC1
11) Cc1nn2c(=O)[nH]cnc2c1Cl
12) CCCCc1nc(SCC(=O)Nc2nnc(C(C)C)s2)n[nH]1
Compound	7	8	9	10	11	12
GLP1R ag	5%	-11%	nt	-14%	0%	-7%
KB-V1 cytotox	5%	11%	-16%	18µM*	15%	2%
HT1080-NT tox	-4%	4%	nt	12%	5%	11%
HT1080 IDH1KD tx	-7%	2%	nt	0%	9%	9%
HEK293 tox	3%	5%	-14%	0%	5%	0%
GLP-1R inv ag	?	6%	-3%	-20%	0%	11%
SW480 rereplic	-2%	-8%	nt	14%	nt	-1%
KB-3-1 cytotox	2%	9%	3%	-1%	?	15%
TDP-43 yeast inh	?	15%	0%	-3%	7%	14%

13) CCc1cc(-c2nnn(CCC3COCCO3)c2C(C)(C)O)ccc1-c1cn(CCc2c[nH]c3ccccc23)nn1 (configuration not stated)
14) CN1CCN(Cc2ccc(-c3ccc(Cl)cc3)o2)CC1
15) Cc1ccc2c(=O)cc(C(=O)Nc3cccc(Cl)c3C)oc2c1C
16) Cc1ccc(-n2nc(C)cc2Nc2ncc(Cl)cc2Cl)cc1
17) COc1ccc(S(=O)(=O)N2CCOC2CNC(=O)C(=O)NCc2ccc3c(c2)OCO3)cc1 (configuration not stated)
18) Cc1ccc(-c2ccc(CN3C(C)C(=O)N(Cc4cn(CC5CCCCC5)nn4)CCS3(=O)=O)cc2)cc1 (configuration not stated)
Compound	13	14	15	16	17	18
GLP1R ag	-7%	-4%	nt	22%	11%	4%
KB-V1 cytotox	-12%	?	-21%	21µM*	?	?
HT1080-NT tox	-20%	-23%	nt	-1%	-9%	?
HT1080 IDH1KD tx	?	?	nt	-4%	-2%	?
HEK293 tox	-9%	-8%	-4%	8%	-8%	-10%
GLP-1R inv ag	-23%	?	-9%	?	7%	?
SW480 rereplic	nt	0%	nt	?	3%	nt
KB-3-1 cytotox	-19%	?	-5%	-30%	-7%	?
TDP-43 yeast inh	26%	-13%	12%	-49%[inhibitor]	-5%	1%

19) O=C(C1CC(c2ccc(F)cc2)=NO1)N1CCCCC1 (configuration not stated)
20) COc1ccccc1C(=O)N1CCN(C(=O)[C@H]2O[C@@H](n3ccc(=O)[nH]c3=O)[C@H](O)[C@@H]2O)CC1
21) CCCn1c(=N)c(C(=O)NCc2cccnc2)cc2c(=O)n3cccc(C)c3nc21
22) COC(=O)c1cc2c(ccn2-c2ccc(F)cc2)n1Cc1cccc(OC)c1
23) CC(C)(C)OC(=O)N1CCC[C@H]1C(=O)NCc1ccc(Cl)cc1Cl
24) COC(=O)c1nc(NC(=O)C(C)(C)C)n[nH]1
Compound	19	20	21	22	23	24
GLP1R ag	-14%	-1%	-3%	-9%	5%	-8%
KB-V1 cytotox	-6%	?	?	13µM*	?	2%
HT1080-NT tox	10%	-21%	nt	-11%	-6%	-3%
HT1080 IDH1KD tx	17%	-3%	nt	?	-8%	-2%
HEK293 tox	-16%	4%	1%	14%	1%	-10%
GLP-1R inv ag	-6%	12%	17%	-3%	20%	0%
SW480 rereplic	-25%	nt	nt	?	13%	0%
KB-3-1 cytotox	5%	-6%	19%	-20%	-10%	-3%
TDP-43 yeast inh	-35%[inhibitor]	-22%	0%	11%	-1%	-26%

# An excerpt of these results, with two lines to a compound.
# Results follow in this order: GLP1R ag, KB-V1 cytotox, HT1080-NT tox, HT1080 IDH1KD tx, HEK293 tox, GLP-1R inv ag, SW480 rereplic, KB-3-1 cytotox, TDP-43 yeast inh
(22) COC(=O)c1cc2c(ccn2-c2ccc(F)cc2)n1Cc1cccc(OC)c1
→ -9%, 13µM*, -11%, ?, 14%, -3%, ?, -20%, 11%
(23) CC(C)(C)OC(=O)N1CCC[C@H]1C(=O)NCc1ccc(Cl)cc1Cl
→ 5%, ?, -6%, -8%, 1%, 20%, 13%, -10%, -1%
(24) COC(=O)c1nc(NC(=O)C(C)(C)C)n[nH]1
→ -8%, 2%, -3%, -2%, -10%, 0%, 0%, -3%, -26%

# (cont.)
25) CC(C)NC(=S)N1CCC(Cc2ccccc2)CC1
26) CCCNC(=O)C1(C)CCCN(Cc2ccccc2Cl)C1 (configuration not stated)
27) CCCOc1ccc(-c2cc(C(F)(F)F)c(C#N)c(SCCC(=O)O)n2)cc1
28) COc1ccccc1NC(=O)CSc1nnc(-c2ccoc2C)n1C
29) COc1ccc(C(=O)N2CCCCCC2)cc1OC1CCN(C(C)C)CC1
30) CCC(CC)C(=O)Nc1cccc(C(=O)N2CCCC2)c1
Compound	25	26	27	28	29	30
GLP1R ag	-2%	18%	nt	13%	-3%	-7%
KB-V1 cytotox	-7%	-4%	5%	?	?	-6%
HT1080-NT tox	-1%	12%	nt	20%	6%	2%
HT1080 IDH1KD tx	-10%	3%	nt	19%	1%	11%
HEK293 tox	-8%	0%	-7%	11%	-2%	10%
GLP-1R inv ag	?	-15%	10%	3%	5%	4%
SW480 rereplic	4%[1.84 µM]	nt	nt	6%	-3%	6%
KB-3-1 cytotox	?	0%	-22%	5%	-1%	-9%
TDP-43 yeast inh	nt	0%	16%	-9%	1%	-20%

31) COC(=O)[C@]12CCCCC=C1N(CCc1ccc(OC)c(OC)c1)C(=O)[C@H](CC(=O)NCCCN1CCCC1=O)C2
32) COC(=O)c1[nH]c2ccc(Br)cc2c1NC(=O)CN1CCCc2ccccc21
33) CCN(CC)c1cc2c(cc1F)c(=O)c(S(=O)(=O)c1ccc(OC)cc1)cn2Cc1ccccc1
34) Cc1ccc2c(c1)c(C)c(C)n2CC(O)CN1CCCCC1C (configuration not stated)
35) O=C(c1ccc(-c2nc3ccccc3s2)s1)N1CCOCC1
36) COc1ccc2c(c1)c(C(=O)CN1CCN(C(=O)c3ccco3)CC1)c(C)n2C
Compound	31	32	33	34	35	36
GLP1R ag	nt	-11%	nt	0%	-5%	3%
KB-V1 cytotox	7%	2%	-8%	?	?	23µM*
HT1080-NT tox	25%	-23%	nt	-25%	8.2µM*	2%
HT1080 IDH1KD tx	18%	?	nt	-20%	?	4%
HEK293 tox	5%	-22%	0%	?	1%	-1%
GLP-1R inv ag	-9%	10µM*	-22%	?	1.3µM*	0%
SW480 rereplic	nt	?	nt	?	2%	-6%
KB-3-1 cytotox	6%	-13%	-21%	-8%	?	7%
TDP-43 yeast inh	14%	-4%	14%	-1%	-29%	-9%

37) O=[N+]([O-])c1ccc(O)c(C(C#Cc2ccccc2)N2CCOCC2)c1 (configuration not stated)
38) O=C(NCCCn1ccnc1)c1sc2cc([N+](=O)[O-])ccc2c1Cl
39) Cc1ccc(CSc2nc3ccncc3n2Cc2nc(-c3ccc(Cl)cc3)oc2C)cc1
40) CC1=C(C(=O)Nc2ccccc2C)C(c2cccs2)NC(=S)N1 (configuration not stated)
Compound	37	38	39	40
GLP1R ag	14%	22%	nt	5%
KB-V1 cytotox	13%	?	-6%	-28%
HT1080-NT tox	?	-27%	nt	-14%
HT1080 IDH1KD tx	?	-24%	nt	-26%
HEK293 tox	?	9%	4%	18%
GLP-1R inv ag	?	5%	-5%	1%
SW480 rereplic	-7%	nt	nt	-20%
KB-3-1 cytotox	1%	?	8%	4%
TDP-43 yeast inh	?	22%	2%	-35%[inhibitor]
